# IL2 activator = activators of IL-2 | IL-2 activation reporter assay, cell-based qHTS; stimulated with anti-CD3/CD4/CD28 beads; in transgenic mouse T cells | activation, % (series mostly up to about 46 µM) | actives 0.065% (n = 360,000); in the data active means activation above about 50%; inconclusive means mostly about 30% to 49%; further: 0% is about no effect
#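 Screening format: compound pinned onto unstimulated transgenic mouse T cells, 60 min incubation, then anti-CD3/anti-CD4/anti-CD28 bead stimulation for 18 hours at 37 degrees C, followed by EGFP and DsRed detection.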
# PI5P4K alpha inh = blocks human PI5P4K alpha kinase activity; P48426; PI5P4Kalpha enzyme, ADP-Glo luminescence, 60 min; stronger effect = lower value; max response, %; actives 1.2% (n = 330,000); active means max response of -50% or lower; inconclusive means between -30% and -50%; inactive means -30% or higher; further: value at the top dose of about 77 µM; on the % scale 0 is the no-effect control and ±100 the full control effect
# Target sequence (P48426 whole entry, looked up): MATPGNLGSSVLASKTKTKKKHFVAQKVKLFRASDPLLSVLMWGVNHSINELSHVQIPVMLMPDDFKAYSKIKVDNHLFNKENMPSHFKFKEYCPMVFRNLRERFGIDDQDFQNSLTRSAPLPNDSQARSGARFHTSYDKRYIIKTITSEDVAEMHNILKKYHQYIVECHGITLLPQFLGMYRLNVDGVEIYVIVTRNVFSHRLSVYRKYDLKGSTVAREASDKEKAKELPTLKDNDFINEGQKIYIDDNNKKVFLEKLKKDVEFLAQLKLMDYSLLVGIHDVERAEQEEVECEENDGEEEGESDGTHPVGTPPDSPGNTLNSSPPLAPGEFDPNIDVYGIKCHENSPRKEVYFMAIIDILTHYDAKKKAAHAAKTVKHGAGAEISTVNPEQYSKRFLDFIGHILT
#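 Reactions run in 0.038 M HEPES pH 7.4, 0.28 mM EGTA, 0.1% CHAPS and 5% DMSO, with PI5P4Kalpha, substrate, compound and 5 microM ATP final, one hour at room temperature. Readout is ADP-Glo luminescence.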
# GLP1R ag = GLP-1 receptor (human) agonism; P43220; HEK293 GLP-1R CRE-luciferase, luminescence, 4-6 h; cells express a hypersensitive GLP-1R form; Potency, µM (doses to about 45.6 µM), without a hit: at the highest dose activation, usual class: activators; actives 0.007% (n = 380,000); further: potency means the concentration at half of the fitted maximal effect; % of control where 0% means no effect
# Target sequence (P43220 whole entry, looked up): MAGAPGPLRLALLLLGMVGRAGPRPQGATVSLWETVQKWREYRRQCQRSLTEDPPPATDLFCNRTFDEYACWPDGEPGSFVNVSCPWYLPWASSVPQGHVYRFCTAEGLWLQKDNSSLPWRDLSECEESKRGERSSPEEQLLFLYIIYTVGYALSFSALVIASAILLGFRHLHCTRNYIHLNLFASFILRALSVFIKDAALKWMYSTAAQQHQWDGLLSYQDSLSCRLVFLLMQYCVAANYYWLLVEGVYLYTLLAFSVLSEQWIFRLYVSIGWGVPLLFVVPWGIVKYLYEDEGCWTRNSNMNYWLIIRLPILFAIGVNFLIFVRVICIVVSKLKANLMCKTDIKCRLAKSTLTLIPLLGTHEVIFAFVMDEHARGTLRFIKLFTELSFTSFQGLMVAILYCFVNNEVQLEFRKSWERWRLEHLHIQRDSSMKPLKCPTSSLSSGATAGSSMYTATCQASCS
# WRN helicase inh = WRN helicase (human) inhibition. Potency, µM (highest dose often 114 µM), for inactives: at the highest dose activity change, negative = inhibition, actives largely listed as inhibitors. Q14191. WRN helicase unwinding, fluorescent forked duplex, kinetic. actives 0.46% (n = 360,000); further: potency means the concentration at half of the fitted maximal effect; on the % scale 0 is the no-effect control and ±100 the full control effect; nearly all actives have a fitted effect of over 55% in size
#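 Screening of the MLSMR collection measured strand separation of a quenched forked DNA duplex (100 nM) by 20 nM WRN with 2 mM ATP, all final. Compounds were preincubated with enzyme 15 min at room temperature.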
# PLK1 PBD block = blocks phosphopeptide binding to human PLK1 polo-box domain | actives 2.8% (n = 360,000) | AID 720504 | Plk1 PBD binding of FITC phosphopeptide, fluorescence polarization | P53350 | Potency, µM, for inactives: max response, negative = inhibition, actives largely listed as inhibitors; further: potency means the concentration at half of the fitted maximal effect; series mostly up to about 57 µM; on the % scale 0 is the no-effect control and ±100 the full control effect; nearly all actives have a fitted effect of over 65% in size
# D3 antag = blocks the human D3 dopamine receptor | P35462 | D3R cells, DiscoveRx beta-arrestin luminescence, antagonist mode; stronger effect = lower value | actives 2.5% (n = 360,000) | max response, negative = inhibition, %; in the data active means max response below about -50%; inconclusive means no clear call, values can overlap the other calls; further: on the % scale 0 is the no-effect control and ±100 the full control effect; mostly tested at two doses, the higher about 12 µM
#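 Cells plated overnight at 1500 cells/well, then exposed to library compounds with dopamine controls for 90 minutes at 37 degrees C. DiscoveRx reagent added for 30–60 minutes at room temperature; luminescence read, quantitative HTS format.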
# HEK293 tox = cytotoxicity counter-screen for GLP-1 receptor inverse agonists; HEK293 cAMP-luciferase reporter cells, luminescence, 24 h; Potency, µM (top dose mostly 38.3 µM), for the others: at the top dose activity change, negative = inhibition, actives largely listed as inhibitors; actives 0.13% (n = 410,000); AID 624418;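 further: loss of luciferase light is scored as toxicity; potency means the concentration at half of the fitted maximal effect; on the % scale 0 is the no-effect control and ±100 the full control effect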
#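 Step one: seed cells (200 cells/uL, DMEM with 10% Nu serum, 1% pen-strep). Step two: 12-hour incubation at 37 deg C. Step three: pin 23 nL compound, incubate 24 hr. Step four: add luciferase reagent, read luminescence 12 min later.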
# DRD3 agonist = activates the human D3 dopamine receptor. P35462. D3R DiscoveRx beta-arrestin cells, luminescence, 90 min. max activation, %. actives 0.58% (n = 410,000). AID 652048; in the data active means max activation above about 30%; further: 0% is about no effect; mostly tested at two doses, the higher about 12 µM
#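 Cells at 1500/well, incubated overnight, then treated with pinned compounds (dopamine as control) for 90 min at 37 degrees C. DiscoveRx reagent added for 30 - 60 minutes at room temperature; luminescence read.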
# GLP1R inv ag = acts as inverse agonist at human GLP-1 receptor. P43220. HEK293 GLP-1R CRE-luciferase, luminescence, 24 h; GLP-1R form is constitutively active. Potency, µM (top dose mostly 38.3 µM), inactives show top-dose activity change, negative = inhibition, most hits filed as inhibitors. actives 1.6% (n = 410,000); further: potency means the concentration at half of the fitted maximal effect; on the % scale 0 is the no-effect control and ±100 the full control effect; nearly all actives have a fitted effect of over 55% in size
#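 Constitutively active GLP-1R drives a cAMP-responsive luciferase in stably transfected HEK293 cells; test compounds are added after overnight (12 h) attachment and left 24 hr, and signal loss in luminescence marks inhibition.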
# The depositor's hits bear a star; ? = inconclusive; · = not tested or not shown; [ ] = another dose, or the depositor's remark. Unless noted, the call rests on the fitted dose curve; in most records, active means well fitted curve in the direction sought with a large enough effect; inconclusive means small, poorly fitted or top-dose-only effect, or another doubt; inactive means no such curve, though single readings can be large; an effect the other way counts as inactive or inconclusive.
No.	molecule	IL2 activator	PI5P4K alpha inh	GLP1R ag	WRN helicase inh	PLK1 PBD block	D3 antag	HEK293 tox	DRD3 agonist	GLP1R inv ag
1	Nc1ccccc1-c1nc2ccccc2s1	-4.4	28	12%	-4%	-8%	4	6%	8	5%
2	COc1cccc(CNC(=O)C(=O)NCCC2CCCCN2S(=O)(=O)c2ccccc2)c1 (stereo unspecified)	-1.1	10	0%	-2%	-5%	-1	18%	-2	?
3	Cc1cc(NC(=O)CSc2nc3c(c(=O)n(C)c(=O)n3C)n2C(C)C)no1	-1.8	·	1%	0%	-15%	-10	0%	5	91%[activator]
4	CCOc1ccc(N(C)C(=O)CS(=O)(=O)c2cccc3nsnc23)cc1	·	·	-2%	·	·	·	-7%	-8	13%
5	O=C(N/N=C/c1cn(-c2ccccc2)nc1-c1cccnc1)c1ccccc1	-0.4	-2	19%	-14%	-12%	5	-11%	-3	-1%
6	COC(=O)c1ccc(N2CCN(C(C)=O)CC2)c(NC(=O)c2cccnc2)c1	0.5	0	0%	-4%	3%	12	-8%[7.66 µM]	4	-2%[7.66 µM]
7	Cc1ccc(-n2nnnc2SCC(=O)c2c(N)n(C3CC3)c(=O)[nH]c2=O)cc1	1.4	10	-4%	-4%	-8%	-2	0%	-1	9%
8	O=C(Cn1[nH]c(=O)c2ccccc2c1=O)NC1CCCCCC1	-0.3	3	-8%	-21%[57.1 µM]	3%	4	-1%	0	9%
9	Cc1ccccc1-c1nc(P(=O)(c2ccccc2)c2ccccc2)c(N2CCOCC2)o1	0.1	-1	1%	1%	-8%	-21	-12%	8	?
10	COc1cc(C(=O)N[C@@H](C)C(=O)NCc2ccco2)cc(OC)c1OC	-4.1	-3	3%	-22%	-1%	-11	-9%	-3	2%
11	CC1CCc2nn(CC(=O)NCCCN3CCOCC3)cc2C1 (stereo unspecified)	-1.5	5	13%	-3%	-2%	5	-4%	0	2%
12	CCOC(=O)C(C)(C)N(Cc1ccc(C)cc1)S(=O)(=O)c1ccc(Cl)c([N+](=O)[O-])c1	0.2	14	-29%	-17%	2%	?	-21%	-7	?
13	Cc1ccc(OCC(=O)Nc2ccc(O)c(C(=O)O)c2)cc1C	-2.2	·	3%	-14%	-18%	-12	10%	3	-5%
14	COc1ccc(OCC(=O)NC2CCCc3ccccc32)cc1 (stereo unspecified)	-3.7	-8	17%	-31%	-13%	-3	13%	-8	?
15	O=C(CCC(=O)Nc1ccccc1Cl)NNC(=S)Nc1ccccc1C(F)(F)F	-4.3	1	4%	-11%	-2%	-12	-3%	4	12%
16	CCCc1cc(C(=O)N2CCN(c3ccc(C(F)(F)F)cn3)CC2)sc1C	0.0	17	26%	-12%	-3%	3	-4%	2	?
17	COc1cc(C(=O)Nc2ccc(-c3nc4cc(C)ccc4o3)c(O)c2)cc(OC)c1OC	-3.4	·	-2%	-8%[57.1 µM]	-4%	30	5%	20	?
18	CC(=O)Nc1ccc2c(c1)c1ccccc1n2C(C)=O	0.7	-2	4%	0%	4%	-10	16%	6	54%[activator]
19	COc1cc(C(=O)Oc2cccc(C)c2)cc(OC)c1OC	-1.7	-1	1%	-20%[57.1 µM]	-4%	42	-5%	5	-1%
20	O=C(NC(=O)c1cc(OCC(F)(F)F)ccc1OCC(F)(F)F)Nc1ccccc1	-0.5	24	14%	5%	-2%	-10	-15%	-2	-1%
21	O=c1[nH]c(-c2ccccc2)cnc1-c1ccccc1	1.4	-4	-1%	-3%	1%	2	3%	7	3%
22	CC1CCCCN1C(=O)CSc1nnc(-c2ccccc2O)o1 (stereo unspecified)	-0.1	-3	2%	4%	-4%	5	-6%	-8	?
23	Cc1csc2ncc(C(=O)Nc3ccccc3F)c(=O)n12	0.9	1	11%	3%	-10%	6	7%	2	10%
24	COc1ccc(NC(=O)CN(C)S(=O)(=O)c2ccccc2)cc1	1.1	·	-8%	5%	-5%	20	-15%	7	0%
25	CSCCC(NC(=O)c1cccc(S(=O)(=O)N2CCOCC2)c1)c1nc2ccccc2[nH]1 (stereo unspecified)	-0.1	-2	1%	1%	-6%	38	-7%	6	9%
26	COc1ccc(N(CC(=O)Nc2ccc(C)cn2)S(=O)(=O)c2c(C)nn(C)c2C)cc1	-2.7	2	-4%	-1%	6%	3	0%	-1	8%
27	O=C(c1ccco1)N1CCN(C(=O)c2cc(-c3ccccn3)nc3ccccc23)CC1	-0.2	-8	1%	-4%	-7%	9	13%	0	-8%
28	CC(Nc1ccc(Br)cn1)c1cc(Cl)ccc1O (stereo unspecified)	-1.1	5	-19%	-7%	27µM*	5	?	-1	?
29	Cc1ccccc1S(=O)(=O)Cc1ccc(C(=O)N2CCN(C3CCCCC3)CC2)o1	-0.9	-1	5%	-8%	-1%	-23	-3%	-12	-8%
30	Cn1c(=O)cc(OCCCC(=O)NCCN2CCN(c3ccccc3F)CC2)c2ccccc21	-1.3	-1	-6%	-3%	-7%	?	0%	39*	20%
31	COc1cc(/C=N/Nc2nn3cnnc3c3ccccc23)cc(OC)c1OC	0.3	0	13%	?	4%	1	18%	0	30%
32	O=C(C1CCN(S(=O)(=O)N2CCC3(CC2)OCCO3)CC1)N1CCCCC1	1.2	0	-3%	-9%[57.1 µM]	2%	4	1%[1.53 µM]	-2	6%
33	CCO[C@@H]1OC(C(=O)NCc2ccccc2)=C[C@H](c2ccc3c(c2)OCO3)[C@H]1CCCO	0.5	0	-1%	3%	-5%	7	6%	3	-21%
34	C=CCSc1nc(N)c2c3c(sc2n1)CN(C)CC3	-0.9	-3	16%	4%	-26%	-27	21%	-12	75%[activator]
35	FC(F)(F)COc1ccc(-c2nnc(SCc3ccccc3)o2)cn1	-0.4	1	-3%	-7%	3%	17	3%	15	11%
36	CC(=O)N1N=C(c2ccc(C)cc2)OC1c1ccc(C(C)C)cc1 (stereo unspecified)	2.6	13	7%	0%	0%	-4	-11%	-1	0%
37	O=C(O)CCC(=O)NNC(=O)CCC(=O)Nc1ccccc1	0.8	6	1%	-7%[57.1 µM]	?	0	-1%	-7	-4%
38	CCCOc1cccc(NC(=O)OC2CCN(C)CC2)c1	-1.4	-4	1%	10%	-5%	-9	17%	1	-12%
39	CCOCCCNC(=S)Nc1ccc(Br)cc1Cl	1.4	6	17%	-4%	-12%	-7	10%	-1	?
40	CCOC(=O)N/N=C\C=C\c1ccc2c(c1)OCO2	-0.8	6	5%	2%	-2%	5	-9%	7	24%
41	CN(C)S(=O)(=O)N1CCc2ccccc21	-1.0	-2	-3%	9%	-10%	-4	-2%	2	4%
42	COC(=O)c1ccccc1NC(=O)NCc1ccccc1	-1.9	-3	-6%	-4%	-3%	8	5%	-3	1%
43	Cc1ccccc1OCC(=O)Nc1ccccc1N1CCC(C)CC1	-2.4	25	11%	-3%	0%	16	1%	10	?
44	CCOC(=O)C(=NCCCN1CCOCC1)NNc1cccc(C(F)(F)F)c1	-0.5	7	1%	-1%	-13%	0	3%	-10	?
45	Cc1ccc(/C=N/NC(=O)c2ccc(Cn3cc([N+](=O)[O-])cn3)o2)cc1	1.3	1	5%	3%	-14%	-27	-1%	-5	6%
46	O=[N+]([O-])c1ccccc1N/N=C/c1c[nH]c2ccccc12	-3.3	12	5%	-8%	2%	-52*	?	-4	7%
47	O=C(COc1ncnc2ccccc12)NCc1ccc2c(c1)OCO2	-1.0	6	2%	0%	-2%	15	4%	-4	-7%
48	CCCn1c(=N)n(CC(=O)c2ccc([N+](=O)[O-])cc2)c2ccccc21	21	-24	18%	-10%	-4%	9	4%	-3	7%
49	C[C@H](NS(=O)(=O)c1ccc2c(c1)OCCCO2)C(=O)N1CCN(Cc2ccccc2)CC1	-2.8	-4	-21%	18%	-1%	-9	-1%	2	-12%
50	O=C(NCc1ccccc1)[C@]1(C(F)(F)F)C[C@H](CCc2ccccc2)CCCO1	0.7	11	15%	5%	-14%	-20	19%	-2	?

# Limited to PLK1 PBD block and WRN helicase inh, for 3 of the compounds above:
entry | Molecule | PLK1 PBD block | WRN helicase inh
28 | CC(Nc1ccc(Br)cn1)c1cc(Cl)ccc1O (stereo unspecified) | 27µM* | -7%
35 | FC(F)(F)COc1ccc(-c2nnc(SCc3ccccc3)o2)cn1 | 3% | -7%
26 | COc1ccc(N(CC(=O)Nc2ccc(C)cn2)S(=O)(=O)c2c(C)nn(C)c2C)cc1 | 6% | -1%

# Going on with the list.
No.	molecule	IL2 activator	PI5P4K alpha inh	GLP1R ag	WRN helicase inh	PLK1 PBD block	D3 antag	HEK293 tox	DRD3 agonist	GLP1R inv ag
51	O=C(Nc1ccc(C(=O)N2CCCC2)cc1)c1cccc(C(F)(F)F)c1	-2.7	-1	5%	-8%	-6%	5	-14%	-3	?
52	CSc1nc2sc3c(c2c(=S)[nH]1)CC(C)(C)OC3	-1.8	-9	7%	-1%	?	-5	0%	5	10%
53	COCCN(CC1CCCN(C2Cc3ccccc3C2)C1)C(=O)c1cccc(C)c1 (stereo unspecified)	-0.8	1	13%	5%	-5%	-10	-3%	-20	?
54	C/C=C(\C)c1nnc(NC(=O)c2ccco2)s1	0.5	-9	-1%	-5%	1%	-6	5%	2	5%
55	CNC(=S)NCCc1ccc(OC)c(OC)c1	5.7	13	-1%	3%	1%	1	0%	1	13%
56	O=C(c1ccc(COc2ccccc2Cl)o1)N1CCOCC1	-0.1	-11	19%	8%	-7%	-14	8%	-7	8%
57	CCOC(=O)N1CCN(C(=O)c2cccc(N3C(=O)NC4CC3(C)Oc3ccc(Cl)cc34)c2)CC1 (stereo unspecified)	-1.7	1	-1%	1%	-2%	-5	-28%	4	?
58	CC(C)NC(=O)c1cc2c(=O)n3ccccc3nc2s1	-1.6	-2	-2%	1%	-5%	-13	3%	-6	20%
59	CC(C)COC(=O)N(C)C[C@H]1OCc2cnnn2CCCC(=O)N([C@H](C)CO)C[C@@H]1C	2.7	-1	2%	-6%	-20%	2	5%	1	1%

# Screening data deposited in PubChem BioAssay by National Center for Advancing Translational Sciences (NCATS).
